Source: PubChem BioAssay (National Center for Advancing Translational Sciences (NCATS))
GLA spleen mod: inhibits or activates alpha-galactosidase in human spleen homogenate; P06280; human spleen homogenate, 4MU-alpha-Gal fluorescence, 40 min; Potency, µM (doses to about 80 µM), without a hit: top-dose activity change, negative = inhibition, usual class: inhibitors; 0.008% of 240,000 active;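 also: 0% = enzyme with vehicle and -100% = no enzyme basal signal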
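Fluorogenic readout (Ex 365/Em 440 nm) of 4-methylumbelliferone released from 1 mM 4-MU-alpha-galactoside by spleen homogenate, 40 min at 37C, pH 5.0. Data normalized to no-enzyme and enzyme controls; Hill-equation AC50 from compound titrations.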
L3MBTL1 inh: inhibitors of human L3MBTL1 | AID 485360 | Potency, µM (titrated, usually from 57.1 µM), for the others: top-dose activity, negative = inhibition, usual class: inhibitors | Q9Y468 | AlphaScreen L3MBTL1–H3K9me1 peptide binding | 0.66% of 230,000 active; also: nearly all actives have a fitted effect of over 60% in size
Target sequence (Q9Y468 whole entry, looked up): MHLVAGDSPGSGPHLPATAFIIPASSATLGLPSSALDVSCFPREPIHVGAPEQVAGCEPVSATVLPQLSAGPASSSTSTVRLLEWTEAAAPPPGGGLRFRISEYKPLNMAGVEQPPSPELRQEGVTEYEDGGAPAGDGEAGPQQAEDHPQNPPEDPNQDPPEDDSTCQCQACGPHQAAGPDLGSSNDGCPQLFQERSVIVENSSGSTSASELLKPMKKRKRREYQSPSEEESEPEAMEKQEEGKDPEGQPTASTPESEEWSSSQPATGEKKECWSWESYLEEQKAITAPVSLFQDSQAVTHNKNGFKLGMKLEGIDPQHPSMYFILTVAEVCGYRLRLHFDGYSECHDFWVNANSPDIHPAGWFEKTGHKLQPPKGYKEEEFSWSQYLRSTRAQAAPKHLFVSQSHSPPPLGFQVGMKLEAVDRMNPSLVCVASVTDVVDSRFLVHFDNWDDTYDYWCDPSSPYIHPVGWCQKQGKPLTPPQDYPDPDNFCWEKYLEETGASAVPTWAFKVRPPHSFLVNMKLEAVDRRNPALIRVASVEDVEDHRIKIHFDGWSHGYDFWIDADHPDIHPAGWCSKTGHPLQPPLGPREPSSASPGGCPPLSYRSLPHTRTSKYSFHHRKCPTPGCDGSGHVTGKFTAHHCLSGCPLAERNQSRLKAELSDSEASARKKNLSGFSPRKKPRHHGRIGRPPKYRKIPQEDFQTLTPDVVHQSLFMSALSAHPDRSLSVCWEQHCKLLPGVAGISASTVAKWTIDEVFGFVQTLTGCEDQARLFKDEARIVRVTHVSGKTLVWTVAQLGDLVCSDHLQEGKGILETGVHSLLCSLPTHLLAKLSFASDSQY
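Read-out is AlphaScreen signal from streptavidin donor and nickel chelate acceptor beads (10 ug/mL final each) bridging L3MBTL1 (50 nM) and biotinylated K9-monomethylated H3(1-15) peptide (75 nM), after 30 min compound exposure at room temperature.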
ALDH1A1 inh: ALDH1A1 (human) enzyme inhibition | P00352 | Purified ALDH1A1, NADH fluorescence, propionaldehyde substrate | Potency, µM (series often up to 75.3 µM), inactives show top-dose activity, negative = inhibition, hits mostly inhibitors | 7.3% of 220,000 active; active = well fitted inhibition curve with a large enough effect, not every such curve was filed as active; inconclusive = small, poorly fitted or top-dose-only effect, or another doubt; inactive = no such curve, though single readings can be large or run the other way;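 also: plate controls were no enzyme wells and a reference inhibitor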
Tau fluor counter: counter-screen for tau fibril formation inhibitors | tau K18 P301L Alexa594 fluorescence, heparin fibrillization | Potency, µM (doses to about 57.7 µM), without a hit: at the highest dose activity change, negative = decrease | 0.93% of 280,000 active; also: nearly all actives have a fitted effect of over 55% in size
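Human K18 P301L tau (15 uM unlabeled plus 0.24 uM Alexa 594-labeled, final) in 100 mM sodium acetate pH 7 was mixed with compound and 20 uM heparin and incubated 6 hr at 37 C.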
TR SRC2 fluor cs: Texas Red fluorescence interference in TRb-SRC2 counter-screen; TRb/SRC2 Texas Red total fluorescence interference; Potency, µM (highest dose often 106 µM), for the others: top-dose fluorescence change, negative = quenching; 0.29% of 280,000 active; AID 1479; active = well fitted curve in either direction with a large enough effect; inconclusive = small, poorly fitted or top-dose-only effect
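Human TRb ligand-binding domain at 0.6 uM with 20 nM Texas Red SRC2 peptide in Tris buffer containing 1 uM T3 and 5% DMSO, incubated with compound 5 h at ambient temperature. Total fluorescence (555/632 nm) calculated as parallel + 2 × perpendicular.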
Tau fibril ThT: inhibitors of human tau fibril formation, thioflavin T binding; P10636; recombinant tau K18 P301L, heparin-induced fibrillization, ThT fluorescence; 2.1% of 270,000 active; AID 1460; Potency, µM (highest dose often 57.4 µM), inactives show top-dose activity, negative = inhibition, usual class: inhibitors; also: nearly all actives have a fitted effect of over 55% in size
Target sequence (P10636 561-689 P618L limits assumed): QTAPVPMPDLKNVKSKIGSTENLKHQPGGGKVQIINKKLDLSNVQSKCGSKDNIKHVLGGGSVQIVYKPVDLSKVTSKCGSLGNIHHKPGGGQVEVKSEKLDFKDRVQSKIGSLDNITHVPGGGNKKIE
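Using a mix of unlabeled (15 uM) and Alexa 594-labeled (0.24 uM) tau K18 P301L, heparin-triggered fibrillization over 6 hr at 37 C was scored by ThT fluorescence.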
TRb-SRC2 inh: TRbeta-SRC2 interaction inhibition. 0.065% of 280,000 active. AID 1469. TRbeta-SRC2 peptide binding, fluorescence polarization; receptor liganded with 1 µM T3. Potency, µM (doses to about 106 µM), for inactives: top-dose activity change, negative = inhibition, actives largely listed as inhibitors;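 also: plate controls were bound peptide for no effect and peptide without receptor for full effect; nearly all actives have a fitted effect of over 50% in size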
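Human TRb LBD (0.6 uM) plus Texas Red-labeled SRC2 peptide (20 nM), 1uM T3, 5% DMSO, 5 hr at ambient temperature. Decreased polarization (555/632 nm) flags inhibition; data normalized to free and bound peptide controls.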
Tau fibril FP: tau fibrillization inhibition (FP); K18 P301L tau heparin fibrillization, Alexa594 FP, 6 h; Potency, µM (titrated, usually from 57.7 µM), for the others: at the highest dose activity, negative = inhibition, most hits filed as inhibitors; 0.39% of 280,000 active; AID 1468; also: nearly all actives have a fitted effect of over 55% in size
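FP of Alexa 594-tau after heparin (20 uM) induction. Substrate: human K18 P301L, 15 uM unlabeled, 0.24 uM labeled. Buffer 100 mM sodium acetate pH 7. 6 hr, 37 C.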
The depositor's hits bear a star; u = inconclusive; x = not tested or not shown; [ ] = remark or other dose. Unless noted, calls follow the shape of the dose curve; as a rule, active = well fitted curve in the direction sought with a large enough effect; inconclusive = small, poorly fitted or top-dose-only effect, or another doubt; inactive = no such curve, though single readings can be large; an effect the other way counts as inactive or inconclusive. Unless noted, % is scaled to controls: 0 for no effect and ±100 for the full control effect; potency is read from the fitted curve at half-maximal effect.

no.	Molecule	GLA spleen mod	L3MBTL1 inh	ALDH1A1 inh	Tau fluor counter
1	CCNC(=S)N/N=C/c1cccc(OCc2c(F)cccc2Cl)c1	-3.0%	-4.0%	17.9%	-4.3%
2	Cc1cc(Cl)ccc1OCCCC(=O)NCCCn1ccnc1	-7.8%	-4.9%	-1.0%	6.7%
3	COC(=O)[C@H]1C[C@@H]1[C@H](NC(=O)Oc1ccc(F)cc1)c1ccccc1	-10.7%	x	u	-8.9%
4	O=C(O)CCCC(=O)Nc1cccc(C(F)(F)F)c1	-0.4%	x	0.0%	-6.9%
5	COc1ccc(-n2c(=O)c3c4c(sc3n(CC(=O)C(C)(C)C)c2=O)CCCC4)c(OC)c1	x	x	x	-20.5%
6	Cc1nc(C)c(C(=O)Nc2nc3c(C)cccc3s2)o1	3.6%	20µM*	4.1%	-11.3%
7	O=C(CSc1cccc[n+]1[O-])N1CCc2ccccc21	8.7%	12.2%	-1.9%	-18.7%
8	COc1cccc(-c2cc(C(=O)Nc3cc(OC)c(OC)c(OC)c3)no2)c1	-7.8%	-2.0%	-6.2%	u

no.	TR SRC2 fluor cs	Tau fibril ThT	TRb-SRC2 inh	Tau fibril FP
1	-2.3%	0.1%	3.9%	2.0%
2	-1.6%	0.2%	2.6%	4.4%
3	0.4%	-1.7%	1.4%	-5.2%
4	-1.7%	-9.3%	-5.9%	-13.5%
5	-0.4%	-11.0%	-3.1%	-14.9%
6	-2.5%	-8.0%	0.4%	-5.1%
7	-1.6%	-13.0%	-1.5%	-6.1%
8	-2.0%	u	6.8%	14.9%

(listing goes on)
no.	Molecule	GLA spleen mod	L3MBTL1 inh	ALDH1A1 inh	Tau fluor counter
9	O=C(O)c1ccc(NCc2ccc3c(c2)OCO3)cc1	-0.8%	x	9.3%	-7.3%
10	COc1cc2c(cc1OC)C(COc1ccc3c(C)cc(=O)oc3c1)N(C(=O)c1ccco1)CC2 (centres undefined)	8.5%	-3.3%	u	-4.2%
11	CC(=O)c1ccc(N2CCN(C(=O)/C=C/c3cccs3)CC2)cc1	-1.5%	x	-6.1%	2.8%
12	COc1cccc(-c2nc(CS(=O)(=O)CC(=O)NCc3ccccc3OC)c(C)o2)c1	1.8%	1.5%	-8.0%	-2.0%
13	c1ccc(CNc2cnccn2)cc1	-0.3%	-11.2%	u	1.9%
14	CC(C)(CNCC(O)c1ccccc1)N1CCOCC1 (centres undefined)	-3.0%	-0.3%	u	-9.9%
15	COc1ccc(-c2c(C#N)c(N)nc3c2CCC3)cc1	9.9%	x	u	-1.2%
16	O=C(O)C1C2C=CC(O2)C1C(=O)NCc1ccc2c(c1)OCO2 (centres undefined)	1.6%	-0.4%	-1.7%	-2.7%

no.	TR SRC2 fluor cs	Tau fibril ThT	TRb-SRC2 inh	Tau fibril FP
9	-0.1%	-5.0%	1.8%	3.9%
10	1.2%	-7.7%	-12.5%	-12.0%
11	-5.5%	u	1.6%	13.1%
12	-2.0%	-8.6%	-4.9%	7.0%
13	-1.1%	8.6%	-4.5%	8.8%
14	-2.6%	-16.0%	-2.4%	0.2%
15	0.9%	3.2%	1.6%	-2.8%
16	-2.8%	-7.3%	1.1%	8.3%

Remaining list, next part:
no.	Molecule	GLA spleen mod	L3MBTL1 inh	ALDH1A1 inh	Tau fluor counter
17	COc1cc(NC(=O)COc2cccc(OC)c2)cc(OC)c1	-0.1%	-1.2%	-13.0%	-14.0%
18	O=C(O)CC(NC(=O)C1c2ccccc2Oc2ccccc21)c1ccc(OC2CCCC2)cc1 (centres undefined)	10.5%	x	0.7%	-17.8%
19	CCn1c(=N)n(CC(=O)c2ccco2)c2ccccc21	0.6%	-6.6%	3.5%	-8.2%
20	Cc1ccccc1N=C1NC(=O)CC(c2ccccc2)S1 (centres undefined)	-5.3%	x	u	-3.7%
21	CCn1cc(C(=O)N2CCN(Cc3ccc4c(c3)OCO4)CC2)c2cc(OC)c(OC)cc2c1=O	-0.3%	-0.7%	2.24µM*	-2.4%
22	Cc1oc(-c2cccs2)[n+]([O-])c1C	10.3%	1.4%	u	-0.6%
23	O=C(c1cnc2ccc3ccccc3c2c1)c1cc(F)ccc1O	-2.2%	x	x	u
24	CSc1ccc(CN(C)Cc2nc3ccccc3c(=O)[nH]2)cc1	7.7%	x	x	1.8%

no.	TR SRC2 fluor cs	Tau fibril ThT	TRb-SRC2 inh	Tau fibril FP
17	0.5%	-14.7%	-16.5%	7.1%
18	-3.7%	u	2.0%	5.8%
19	3.4%	-19.6%	-13.6%	5.8%
20	-6.0%	-0.2%	-14.6%	11.5%
21	-0.5%	1.3%	-4.7%	-5.3%
22	0.1%	-2.0%	-4.7%	-3.3%
23	2.0%	u	0.5%	-13.0%
24	-2.7%	-1.0%	6.4%	-0.7%

More records follow:
no.	Molecule	GLA spleen mod	L3MBTL1 inh	ALDH1A1 inh	Tau fluor counter
25	CCOC(=O)C1=C(C)NC(C)=C(C(=O)OCC)C1C(=O)O	10.4%	9.5%	11.4%	-5.7%
26	COc1ccc(O)c(C2=Nc3ccccc3N=C(c3cccs3)C2)c1	4.4%	-2.6%	-0.7%	u
27	O=C(c1ccccc1Cl)N1CCNCC1	-2.6%	x	3.1%	-10.6%
28	Cc1cccc(C)c1NC(=S)NCc1ccncc1	4.8%	6.0%	-13.0%	-7.9%
29	CC(=O)Nc1ccccc1-c1ccc(C)o1	-1.3%	-7.3%	u	3.2%
30	O=C(N/N=C/c1cccnc1)c1cc2ccccc2o1	-4.7%	8.2%	5.0%	6.5%
31	Cc1ccc(-c2nnn3c2nc(NCc2ccc4c(c2)OCO4)c2ccccc23)cc1	x	x	x	-21.4%
32	O=C(CSc1nc(-c2ccccc2)nc2c1Cc1ccccc1O2)Nc1ccc(C(=O)O)cc1	5.7%	10µM*	0.1%	-4.7%

no.	TR SRC2 fluor cs	Tau fibril ThT	TRb-SRC2 inh	Tau fibril FP
25	0.1%	-6.9%	2.8%	2.1%
26	-1.2%	u	-3.1%	9.9%
27	-1.5%	-14.7%	-12.1%	0.0%
28	1.0%	-6.8%	6.9%	1.0%
29	1.8%	-2.3%	-2.0%	1.3%
30	-3.7%	-3.8%	-3.9%	-7.0%
31	-0.8%	-6.7%	-3.0%	-2.5%
32	u	-6.7%	u	5.2%

Other structures
no.	Molecule	GLA spleen mod	L3MBTL1 inh	ALDH1A1 inh	Tau fluor counter
33	Cn1c(=O)n(C)c2cc([N+](=O)[O-])c(N3CCN(C(=O)c4ccc(F)cc4)CC3)cc21	3.8%	-2.4%	-10.5%	-3.4%
34	O=C1[C@H]2[C@H]3[C@H](O)[C@H](O)C/C(=N/OC[C@@H](O)COCc4ccco4)[C@H]3CC[C@@H]2C(=O)N1Cc1ccccc1	-0.4%[17.5 µM]	x	0.8%[13.5 µM]	-3.3%[11.6 µM]
35	Cc1[nH]c2ccccc2c1SCc1ccccc1	-0.4%	10.9%	0.5%	17.8µM*[quencher]
36	O=C(CSc1nnc(-c2ccco2)n1-c1ccccc1)NCc1ccco1	-6.2%	4.0%	11.1%	-0.7%
37	CC(C)C(=O)NC(NC1CCS(=O)(=O)C1)C(Cl)(Cl)Cl (centres undefined)	3.8%	-1.5%	6.6%	4.6%
38	COc1ccc(OCCn2nnc(-c3ccc(Cl)cc3)n2)cc1	1.0%	7.6%	7.8%	-4.5%
39	Cc1ccc2[nH]c(=O)c(-c3nc4cc(C)ccn4c3NCc3ccco3)cc2c1	-2.2%	-3.6%	4.7%	-13.5%
40	Cc1ccc(NC(=O)C(C)N2CCOCC2)c(C(=O)c2ccccc2)c1 (centres undefined)	1.8%	-3.4%	-11.7%	-5.4%

no.	TR SRC2 fluor cs	Tau fibril ThT	TRb-SRC2 inh	Tau fibril FP
33	-0.3%	u	-5.8%	3.0%
34	2.9%[11.2 µM]	-3.6%[11.5 µM]	-2.9%[11.2 µM]	-0.2%[11.6 µM]
35	-2.5%	u	-5.8%	-4.5%
36	1.8%	0.9%	-2.5%	0.2%
37	-0.7%	-1.0%	6.3%	0.1%
38	-7.3%	-2.8%	2.0%	-7.2%
39	1.5%	u	-13.9%	6.0%
40	0.5%	-5.9%	2.9%	-1.3%

(more compounds)
no.	Molecule	GLA spleen mod	L3MBTL1 inh	ALDH1A1 inh	Tau fluor counter
41	CCCCn1c(SCC(N)=O)nnc1-c1ccco1	12.2%	-7.8%	-6.7%	0.3%
42	CCCCC1(C)NC(=O)c2c(C)sc(C(=O)OCC)c2N1 (centres undefined)	8.3%	-3.3%	u	-21.5%
43	Cc1cccc(OCC(=O)NCC(=O)N/N=C/c2ccc(O)cc2O)c1	-0.2%	x	x	-21.4%
44	O=C(Oc1cc(Cl)ccc1Cl)c1ccc(N2CCOCC2)c([N+](=O)[O-])c1	2.2%	-20.8%	-1.6%	u
45	CC(=O)C1=C(C)NC(C)=C(C(C)=O)C1c1ccc(-c2ccccc2Cl)o1	-0.1%	0.5%	u	u
46	Cn1c2c(c(=O)n(C)c1=O)C(c1cccc(F)c1)C(C#N)=C(N)O2 (centres undefined)	-5.2%	2.3%	x	-20.7%
47	CC(O)Cn1ccccc1=N (centres undefined)	-10.3%	5.4%	-19.3%	1.1%

no.	TR SRC2 fluor cs	Tau fibril ThT	TRb-SRC2 inh	Tau fibril FP
41	-2.5%	-6.2%	-0.5%	-6.9%
42	-0.3%	u	13.4%	-4.3%
43	-0.8%	x	3.8%	1.5%
44	-2.2%	15.8µM*	-1.5%	-8.0%
45	0.1%	u	-2.9%	-0.9%
46	1.2%	u	-1.0%	u
47	1.2%	4.9%	2.1%	-1.5%

Some of the entries so far, with each value named:
13. c1ccc(CNc2cnccn2)cc1
  GLA spleen mod: -0.3%; L3MBTL1 inh: -11.2%; ALDH1A1 inh: u; Tau fluor counter: 1.9%; TR SRC2 fluor cs: -1.1%; Tau fibril ThT: 8.6%; TRb-SRC2 inh: -4.5%; Tau fibril FP: 8.8%

14. CC(C)(CNCC(O)c1ccccc1)N1CCOCC1 (centres undefined)
  GLA spleen mod: -3.0%; L3MBTL1 inh: -0.3%; ALDH1A1 inh: u; Tau fluor counter: -9.9%; TR SRC2 fluor cs: -2.6%; Tau fibril ThT: -16.0%; TRb-SRC2 inh: -2.4%; Tau fibril FP: 0.2%

15. COc1ccc(-c2c(C#N)c(N)nc3c2CCC3)cc1
  GLA spleen mod: 9.9%; L3MBTL1 inh: x; ALDH1A1 inh: u; Tau fluor counter: -1.2%; TR SRC2 fluor cs: 0.9%; Tau fibril ThT: 3.2%; TRb-SRC2 inh: 1.6%; Tau fibril FP: -2.8%
